# Assay outcomes deposited in PubChem BioAssay by National Center for Advancing Translational Sciences (NCATS).
# TDP43 rescue – TDP-43 toxicity inhibition in yeast. Potency, µM (highest dose often 46.1 µM), for the others: at the highest dose growth rescue (activation), most hits filed as activators. TDP-43 expressing yeast growth rescue, BacTiter-Glo, 24 h. 410,000 tested, 1.8% active; note: potency is the fitted concentration of half-maximal effect; % of control where 0% means no effect; nearly all actives have a fitted effect of over 50% in size
#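 Luminescence from BacTiter-Glo reports growth of TDP-43-expressing yeast after 24 hr at 30 deg C with compound. Cells were raffinose-pregrown to mid-log, then seeded in galactose medium at OD600=0.02.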
# Akt phos inh – inhibitors of Akt phosphorylation; AID 651550; Neuro2A IGF-stimulated pAkt S473 HTRF, 20 min; hits give low values; 360,000 tested, 0.32% active; activity change, % for hits at 50 µM; in the data active = activity change below about -80%; inconclusive = mostly about -51% to -80%; note: % is set by controls: 0 for no effect and ±100 for the full control effect
#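 Single-point screen (50 µM final compound) in Neuro2A cells stimulated 20 min with 6 nM IGF at 37 deg C. After lysis, Ser473-phosphorylated Akt read by HTRF (ex 330 nm, em 615/665 nm) as the 665/615 ratio.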
# GLP1R inv ag – acts as inverse agonist at human GLP-1 receptor | HEK293 GLP-1R CRE-luciferase, luminescence, 24 h; GLP-1R form is constitutively active | 410,000 tested, 1.6% active | Potency, µM (series often up to 38.3 µM), for the others: at the highest dose activity change, negative = inhibition, actives largely listed as inhibitors; note: potency is the fitted concentration of half-maximal effect; % is set by controls: 0 for no effect and ±100 for the full control effect; nearly all actives have a fitted effect of over 55% in size
# Target sequence (P43220 whole entry, looked up): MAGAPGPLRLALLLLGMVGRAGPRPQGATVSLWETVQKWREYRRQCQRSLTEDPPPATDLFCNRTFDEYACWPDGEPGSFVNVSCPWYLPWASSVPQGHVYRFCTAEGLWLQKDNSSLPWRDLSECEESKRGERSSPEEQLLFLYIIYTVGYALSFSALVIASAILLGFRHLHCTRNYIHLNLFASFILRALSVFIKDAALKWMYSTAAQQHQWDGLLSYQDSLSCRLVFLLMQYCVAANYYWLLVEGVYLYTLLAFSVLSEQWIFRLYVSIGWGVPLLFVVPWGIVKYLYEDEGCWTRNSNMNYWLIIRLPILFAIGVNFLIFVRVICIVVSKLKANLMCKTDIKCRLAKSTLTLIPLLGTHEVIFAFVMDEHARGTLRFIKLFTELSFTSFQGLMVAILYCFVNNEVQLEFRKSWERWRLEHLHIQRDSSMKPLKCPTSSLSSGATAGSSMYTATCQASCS
#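 Assay principle: reduced luminescence from a cAMP-responsive reporter in HEK293 cells co-expressing a constitutively active GLP-1R. Conditions: 24 hr compound incubation, 37 deg C, 5% CO2.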
# Abeta yeast res – A-beta toxicity reversal in yeast | yeast expressing A-beta42, growth rescue, OD600, 48 h; response scale: 0% DMSO, 100% iron-clioquinol control | Potency, µM (highest dose often 46.1 µM), inactives show at the top dose growth rescue, most hits filed as activators | 410,000 tested, 0.063% active | AID 1347071; note: potency is the fitted concentration of half-maximal effect; nearly all actives have a fitted effect of over 55% in size
#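 Growth rescue measured by 600 nm absorbance after 48 h yeast culture at 30 C with compound. Values normalized between DMSO and an equimolar ferric chloride plus clioquinol control.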
# HEK293 tox – cytotoxic in the GLP-1 receptor inverse agonist counter-screen; HEK293 cAMP-luciferase reporter cells, luminescence, 24 h; Potency, µM (highest dose often 38.3 µM), for the others: at the top dose activity change, negative = inhibition, usual class: inhibitors; 410,000 tested, 0.13% active; AID 624418;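 note: loss of luciferase light is scored as toxicity; potency is the fitted concentration of half-maximal effect; % is set by controls: 0 for no effect and ±100 for the full control effect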
#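 Luminescence readout: signal drop marks cytotoxicity. Plated cells grew 12 h at 37 °C, 5% CO2, received 23 nL compound for 24 h, then got luciferase reagent, read after 12 min at RT.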
# FUS yeast rescue – rescues growth of FUS-expressing yeast; Potency, µM (top dose mostly 76.6 µM), for inactives: at the highest dose growth rescue (activation), most hits filed as activators; AID 1347120; 390,000 tested, 0.24% active; S. cerevisiae FUS-expressing, growth rescue, OD600, 24 h;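 note: potency is the fitted concentration of half-maximal effect; plate controls were DMSO vehicle for no effect and reference control for full effect; nearly all actives have a fitted effect of over 55% in size; some results filed as inactive show a strong effect at the top dose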
#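 Quantitative HTS measuring growth restoration of FUS-toxic yeast. Galactose-induced cells (OD 0.005) were exposed 24hr at 30C to compounds at several concentrations, then absorbance at 600 nm was recorded.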
# PTHR1 agonist – agonists of human PTHR1 parathyroid hormone receptor; 410,000 tested, 0.075% active; HEK293 GP2 PTHR1 cells, GloSensor cAMP luminescence, 1 h; Q03431; Potency, µM (series often up to 115 µM), inactives show top-dose activation, most hits filed as activators; AID 743266; note: potency is the fitted concentration of half-maximal effect; nearly all actives have a fitted effect of over 55% in size; some results filed as inactive show a strong effect at the top dose; inactives centre near -15; many of its hits are not listed in these tables
# Target sequence (Q03431 whole entry, looked up): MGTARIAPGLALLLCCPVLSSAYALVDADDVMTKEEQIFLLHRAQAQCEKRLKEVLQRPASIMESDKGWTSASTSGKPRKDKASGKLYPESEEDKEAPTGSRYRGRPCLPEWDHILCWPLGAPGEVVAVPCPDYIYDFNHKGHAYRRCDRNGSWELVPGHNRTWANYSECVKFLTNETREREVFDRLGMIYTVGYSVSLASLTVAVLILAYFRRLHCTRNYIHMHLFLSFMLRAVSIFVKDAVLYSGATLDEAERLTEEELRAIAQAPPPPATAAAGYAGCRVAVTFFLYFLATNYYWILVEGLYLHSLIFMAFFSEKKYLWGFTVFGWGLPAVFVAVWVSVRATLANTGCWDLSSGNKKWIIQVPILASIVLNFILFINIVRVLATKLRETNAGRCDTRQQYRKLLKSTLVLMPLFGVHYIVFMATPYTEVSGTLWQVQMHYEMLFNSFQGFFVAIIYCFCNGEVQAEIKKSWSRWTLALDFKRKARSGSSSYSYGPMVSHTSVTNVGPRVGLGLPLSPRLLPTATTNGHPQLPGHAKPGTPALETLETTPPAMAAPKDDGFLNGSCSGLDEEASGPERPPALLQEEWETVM
#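 HEK-293-derived GP2 cells expressing PTHR1 and a GloSensor cAMP reporter, 3,000/well, plated overnight, given luciferin plus IBMX (each 0.5 mM as added) for 1 h at 37 °C, then compound for 1 h at 37 °C. Luminescence was read after 15 min at room temperature.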
# MmCpn inh – inhibitors of Methanococcus maripaludis chaperonin (MmCpn); AID 504842; 330,000 tested, 0.031% active; purified Mm-Cpn ATPase, ADP Transcreener TR-FRET; Potency, µM (doses to about 76.9 µM), for inactives: top-dose activity, negative = inhibition, most hits filed as inhibitors; note: potency is the fitted concentration of half-maximal effect; % is set by controls: 0 for no effect and ±100 for the full control effect; nearly all actives have a fitted effect of over 80% in size
#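 Reaction buffer contained 30 mM Tris pH 7.4, 100 mM KCl, 5 mM MgCl2 and 1 mM DTT. Mm-CPN (25 nM final) hydrolysed 10 uM ATP over 30 min at 37°C; ADP was read by HTRF.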
# aSyn yeast inh – alpha-synuclein toxicity inhibition in yeast; 370,000 tested, 0.14% active; AID 652106; Potency, µM (doses to about 46.1 µM), for the others: at the top dose growth rescue (activation), most hits filed as activators; Yeast expressing alpha-synuclein, growth rescue, BacTiter-Glo, 24 h; note: potency is the fitted concentration of half-maximal effect; % of control where 0% means no effect; nearly all actives have a fitted effect of over 65% in size
#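 Screening used galactose-induced yeast with toxic alpha-synuclein levels, exposed to compound for 24 hr at 30 deg C. Cell growth, read with BacTiter-Glo luminescence, gave the measured signal.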
# * hit, by the source's call; i = inactive; ? = inconclusive; . = not tested or not shown; [ ] = another dose, or the depositor's remark. Unless noted, calls come from the whole dose curve; as a rule, active = well fitted curve in the direction sought with a large enough effect; inconclusive = small, poorly fitted or top-dose-only effect, or another doubt; inactive = no such curve, though single readings can be large; an effect the other way counts as inactive or inconclusive. Only part of the results is shown; count on the stated rates, not on these rows.
# Start of the listing, in advance, eleven compounds:
entry | SMILES | Abeta yeast res | HEK293 tox | aSyn yeast inh | TDP43 rescue | FUS yeast rescue | GLP1R inv ag | PTHR1 agonist | Akt phos inh | MmCpn inh
1 | Fc1ccccc1OCCCCn1cncn1 | -11% | -2% | -1% | 6% | -18% | 31% | i | i | 0%
2 | C[N+]1(CCOS(=O)C23CC4CC(CC(C4)C2)C3)CCOCC1 (stereo not given) | 13% | 2% | -2% | -3% | 3% | -8% | i | i | 2%
3 | O=C(COC(=O)C1(c2ccc(F)cc2)CCCC1)N1CCc2ccccc21 | ? | 60%[activator] | 1% | 6% | . | ? | -6% | i | 0%
4 | Cc1ccc(S(=O)(=O)N(CC(=O)NCc2ccncc2)C2CCCCC2)cc1 | -16% | 4% | 10% | -1% | 11% | 0% | i | i | -7%
5 | COc1cccc(CNC(=O)Cn2c(SCC(=O)Nc3ccc(C)c(C)c3)nc3ccccc32)c1 | -14% | -6% | . | 28% | 31% | -20% | -21% | . | .
6 | C/C(=N\O)c1cccc(Br)c1 | -1% | 1% | 0% | 19% | -12% | 4% | -21% | i | 1%
7 | S=C1NCN(Cc2ccco2)CN1 | -5% | 1% | -1% | -22% | 19% | -11% | i | i | 2%
8 | COc1ccc(C2(NC(C)=O)CCN(C(=O)c3ccco3)CC2)cc1 | 16% | 6% | 4% | 23% | -8% | 18% | i | i | 1%
9 | COc1ccc(-c2oc3ccccc3c(=O)c2OC(C)=O)cc1 | -71%[inhibitor] | 5%[0.307 µM] | -39%[inhibitor] | ? | 30% | 5%[0.307 µM] | i | i | 1%
10 | C=CCc1cc2c(oc(=O)c3ccccc32)c(C)c1O | -2% | 18% | 1% | -15%[9.22 µM] | 26% | 5% | i | i | -30%
11 | COc1ccccc1-n1nnnc1SCC(=O)NC1CCCC1 | 4% | -15% | -6% | -22% | -6% | 11% | -10%[57.5 µM] | i | 0%

# All compounds of this part, repeating the preview:
entry | SMILES | Abeta yeast res | HEK293 tox | aSyn yeast inh | TDP43 rescue | FUS yeast rescue | GLP1R inv ag | PTHR1 agonist | Akt phos inh | MmCpn inh
1 | Fc1ccccc1OCCCCn1cncn1 | -11% | -2% | -1% | 6% | -18% | 31% | i | i | 0%
2 | C[N+]1(CCOS(=O)C23CC4CC(CC(C4)C2)C3)CCOCC1 (stereo not given) | 13% | 2% | -2% | -3% | 3% | -8% | i | i | 2%
3 | O=C(COC(=O)C1(c2ccc(F)cc2)CCCC1)N1CCc2ccccc21 | ? | 60%[activator] | 1% | 6% | . | ? | -6% | i | 0%
4 | Cc1ccc(S(=O)(=O)N(CC(=O)NCc2ccncc2)C2CCCCC2)cc1 | -16% | 4% | 10% | -1% | 11% | 0% | i | i | -7%
5 | COc1cccc(CNC(=O)Cn2c(SCC(=O)Nc3ccc(C)c(C)c3)nc3ccccc32)c1 | -14% | -6% | . | 28% | 31% | -20% | -21% | . | .
6 | C/C(=N\O)c1cccc(Br)c1 | -1% | 1% | 0% | 19% | -12% | 4% | -21% | i | 1%
7 | S=C1NCN(Cc2ccco2)CN1 | -5% | 1% | -1% | -22% | 19% | -11% | i | i | 2%
8 | COc1ccc(C2(NC(C)=O)CCN(C(=O)c3ccco3)CC2)cc1 | 16% | 6% | 4% | 23% | -8% | 18% | i | i | 1%
9 | COc1ccc(-c2oc3ccccc3c(=O)c2OC(C)=O)cc1 | -71%[inhibitor] | 5%[0.307 µM] | -39%[inhibitor] | ? | 30% | 5%[0.307 µM] | i | i | 1%
10 | C=CCc1cc2c(oc(=O)c3ccccc32)c(C)c1O | -2% | 18% | 1% | -15%[9.22 µM] | 26% | 5% | i | i | -30%
11 | COc1ccccc1-n1nnnc1SCC(=O)NC1CCCC1 | 4% | -15% | -6% | -22% | -6% | 11% | -10%[57.5 µM] | i | 0%
12 | O=C(CCNS(=O)(=O)c1ccc(OC(F)(F)F)cc1)N1CCN(C/C=C/c2ccccc2)CC1 | 18% | ? | 11% | 20% | 35% | ? | -86%[inhibitor] | i | 0%
13 | O=C(Nc1nccs1)[C@@H]1CCCN1S(=O)(=O)c1ccccc1F | 1% | -1% | 1% | 3% | -4% | -7% | i | i | 0%
14 | Fc1cccc(Cc2c(-c3ccc(Cl)cc3)nc3c(Cl)cc(C(F)(F)F)cn23)c1 | -10% | 5% | -4% | -1% | -18% | 25% | -3% | i | .
15 | Cc1cc(Cn2nc(C(=O)NCc3cccc(Br)c3)cc2-c2ccccc2)on1 | 1% | -2% | -17% | 14% | 16% | ? | -5% | i | 1%
16 | COc1ccc(NC(=O)CC(C)NCCCN2CCCC2=O)cc1 (stereo not given) | -16% | 6% | -2% | -1% | -21% | 27% | -32%[inhibitor] | i | -2%
17 | Cc1ccc(S(=O)(=O)N(C)C)cc1NC(=O)CSc1nc2ccccc2[nH]1 | -7% | ? | -5% | -13% | . | -10% | -2% | i | -1%
18 | CCc1nc(C)c(-c2ccccc2)c(=O)[nH]1 | -9% | 1% | 1% | -25% | -17% | 5% | -13%[57.5 µM] | i | 1%
19 | COc1ccc(N(C(=O)Cn2cnc3ccccc32)C(C(=O)NC2CCCCC2)c2ccccc2)cc1 (stereo not given) | 0% | ? | 12% | -7% | 26% | ? | 14%[57.5 µM] | i | 0%
20 | COc1ccc(C)cc1S(=O)(=O)Nc1cc(Cl)ccc1Cl | 3% | 11% | 5% | 26% | -20% | 8.9µM* | i | i | 2%
21 | COc1ccc(C(=O)CSc2nnn(-c3cccc(NC(C)=O)c3)n2)cc1 | -4% | -2% | -6% | 14% | 6% | 22% | -24% | i | 0%
22 | CCOCCCn1c(SCC(=O)NC(C)C)nc2ccccc2c1=O | 7% | 4% | 0% | -11% | 24% | 5% | i | i | -2%
23 | CCN(CC(=O)Nc1ccc(NC(C)=O)cc1)CC(=O)Nc1cc(C)on1 | -10% | -9% | 0% | 15% | . | 2% | i | i | 0%
24 | COc1cccc2c1C(=O)c1c(O)c3c(c(O)c1C2=O)C[C@@](O)(C(=O)CO)C[C@@H]3OC1CC(N)C(O)C(C)O1 (stereo not given in full) | 2% | ? | ? | -6% | . | 4.5µM* | i | i | .
25 | O=C(O)CC(CN1C(=O)c2ccccc2C1=O)c1ccccc1 (stereo not given) | 18% | 1% | -1% | -12% | 6% | 15% | i | i | .
26 | Cc1ccc(CSCCNC(=O)c2ccc(Cl)c(S(=O)(=O)N3CCOCC3)c2)cc1 | 6% | -30% | 6% | 0% | 37% | ? | -16%[57.5 µM] | i | 3%
27 | CC(OC(=O)Cc1c[nH]c2ccccc12)C(=O)N(C)c1ccccc1 (stereo not given) | 9% | 9% | -1% | ? | -4% | -21% | i | i | 0%
28 | Fc1ccc2nc3c(nc2c1)CCCC3 | -4% | 3% | 0% | 27% | 13% | 1% | i | i | 0%
29 | CCOC(=O)CNC(=O)C1c2ccccc2Oc2ccccc21 | 10% | 5% | 3% | -18% | -1% | -9% | i | i | 4%
30 | COc1ccccc1NC(=O)CSc1nc(C)c2c(c1C#N)CCCC2 | 5% | 18% | 5% | 15% | 14% | 5% | -10%[57.5 µM] | i | -3%
31 | COc1ccc(NC(=O)C2(C)Cc3c(-c4ccc5c(c4)OCO5)ccnc3O2)cc1OC (stereo not given) | -7% | -7% | 2% | ? | 27% | 1% | i | i | .
32 | CCCn1c(SCC(=O)N2CCc3ccccc32)nnc1-c1ccco1 | -3% | -11% | 7% | -1% | 0% | -16% | i | i | 4%
33 | CCSc1c(C(=O)NC)ccc2c1C(=O)c1ccccc1C2=O | -5% | -3% | 9% | -31%[inhibitor] | -5% | 31%[activator] | i | i | 1%
34 | COCCN(Cc1ccc(OC)cc1)c1c(C)nc2ccc(C(=O)Nc3ccc(NC(C)=O)cc3)cn12 | -1% | -1% | -3% | 12% | -1% | 11% | i | i | .
35 | O=C(NC(=S)NNC(=O)c1ccc(Cl)cc1Cl)c1cccnc1 | 7% | 18% | 2% | -21% | . | 11% | -5% | i | 0%
36 | O=C(NCCC1=CCCCC1)C(=O)NCC(c1ccco1)N1CCN(c2ccc(F)cc2)CC1 (stereo not given) | -3% | -7% | -3% | -1% | . | -8% | i | i | 1%
37 | CC(=O)NC(=O)NC1CSCC1OC(C)=O (stereo not given) | -9% | 0% | -13% | 7% | 16% | 7% | i | i | 1%
38 | CC(=O)c1ccc(Nc2cc(C)nc3c(C)cc(C)cc23)cc1 | 13% | ? | 4% | 8% | 13% | 8.9µM* | i | i | -3%
39 | COc1cc(C(=O)NCCC(=O)NCCN2CCCCCC2)cc(OC)c1OC | -2% | 0% | -10% | -23% | 25% | 7% | i | i | 0%
40 | O=C(COC(=O)/C=C/c1ccco1)NCc1ccc(Cl)cc1Cl | 1% | -5% | 7% | 17% | 3% | -10% | i | i | -4%
41 | O=C(CCn1c(=O)c2cccn2c2cccnc21)NCc1ccccc1Br | 0% | 7% | . | 12% | -22% | 1% | i | . | .
42 | COc1ccccc1-c1noc(CCC(=O)Nc2cccnc2)n1 | -5% | 1% | -1% | 5% | -23% | 8% | -3% | i | .
43 | Cc1cc(C(=O)COC(=O)Cc2n[nH]c(=O)c3ccccc23)c(C)n1CC(F)(F)F | 2% | -2% | 7% | 5% | 12% | 19% | -12% | i | -4%
44 | N#C/C(=C\c1ccccc1)c1nc(-c2cc3c(ccc4ccccc43)oc2=O)cs1 | -14% | 11% | . | -6% | 8% | 14% | ? | . | .
